# Source: PubChem (several laboratories)
# BCLXL inh: blocks human Bcl-xL binding to Bim BH3 peptide; 0.7% of 320,000 active; GST-Bcl-xL / FITC-Bim BH3 peptide fluorescence polarization; Q07817; AID 2129; inhibition, % at 10.9 µM;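 active means inhibition above the mean of all tested compounds plus 3 SD, cutoff set per campaign, cut at about 30% in these data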;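 further: 0% = DMSO wells and 100% = unlabeled Bim-BH3 peptide competitor; inhibitors lower millipolarization by displacing the labeled peptide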
# pPAFAH inh: inhibitors of human plasma PAF acetylhydrolase (pPAFAH); recombinant pPAFAH, FP-rhodamine probe fluorescence polarization; Q13093; inhibition, % at 3.39 µM; 1.5% of 330,000 active;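 active means inhibition above the mean inhibition across the screen plus 3 SD, cut at about 25% in these data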;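 further: inhibitors block binding of the rhodamine activity-based probe so polarization drops; 0% = enzyme with DMSO and 100% = wells lacking pPAFAH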
# MEX-5 binding: C. elegans MEX-5 TCR-2 RNA binding activity; activity score (negative = inhibition of binding), % at 10 µM; MEX-5/FITC-TCR2 RNA binding, fluorescence polarization; active compounds read low; 0.38% of 300,000 active; AID 1832;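 active means inhibition past about -25% in most replicates, and total fluorescence under double the plate's negative control median, limit read from the data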;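 further: 0% = DMSO and -100% = 5 µM competing unlabeled TCR2 RNA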
# Target sequence (Q9XUB2 whole entry, looked up): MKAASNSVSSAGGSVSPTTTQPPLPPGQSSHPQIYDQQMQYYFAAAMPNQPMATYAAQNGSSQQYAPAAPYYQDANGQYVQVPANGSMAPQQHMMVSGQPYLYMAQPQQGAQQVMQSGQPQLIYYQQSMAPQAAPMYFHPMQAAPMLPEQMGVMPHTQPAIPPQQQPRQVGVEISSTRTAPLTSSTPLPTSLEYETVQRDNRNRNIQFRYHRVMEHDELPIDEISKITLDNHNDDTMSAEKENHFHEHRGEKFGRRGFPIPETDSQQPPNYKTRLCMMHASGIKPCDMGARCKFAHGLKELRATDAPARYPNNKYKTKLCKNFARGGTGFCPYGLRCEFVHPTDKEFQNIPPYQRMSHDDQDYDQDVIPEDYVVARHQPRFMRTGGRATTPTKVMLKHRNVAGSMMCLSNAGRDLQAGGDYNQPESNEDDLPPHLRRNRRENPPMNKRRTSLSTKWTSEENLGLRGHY
# GLD-1 RNA inh: GLD-1-TGE RNA interaction inhibition (C. elegans) | Q17339 | purified GLD-1 + fluorescein TGE RNA, fluorescence polarization | inhibition, % at 5.96 µM | 0.44% of 320,000 active | AID 2280;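 active means percent inhibition above a per-plate cutoff, the plate mean of test compounds plus 3 SD, cut at about 30% in these data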;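 further: 0% = DMSO wells with GLD-1 and probe and 100% = wells lacking GLD-1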
# PAFAH1B2 inh: inhibitors of human PAFAH1B2. P68402. recombinant PAFAH1B2, FP-rhodamine activity probe, fluorescence polarization. inhibition, % at 3.39 µM. 1.2% of 340,000 active. AID 492953;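 active means inhibition above the mean of all tested compounds plus 3 SD, cut at about 24% in these data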;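 further: 0% = enzyme with DMSO and 100% = wells lacking PAFAH1B2; many of its hits are not listed in these tables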
# Target sequence (P68402 whole entry, looked up): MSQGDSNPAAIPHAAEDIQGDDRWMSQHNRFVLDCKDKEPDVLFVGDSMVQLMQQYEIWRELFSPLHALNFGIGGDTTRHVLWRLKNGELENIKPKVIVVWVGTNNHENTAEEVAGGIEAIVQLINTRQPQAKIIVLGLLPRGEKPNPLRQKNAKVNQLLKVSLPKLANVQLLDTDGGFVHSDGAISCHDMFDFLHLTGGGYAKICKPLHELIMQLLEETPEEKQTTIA
# MCL1-BIM inh: disrupts human MCL1 binding to BIM-BH3 peptide; Q07820; 0.68% of 320,000 active; AID 2057; inhibition, % at 10.9 µM; GST-MCL1 / FITC-Bim-BH3 fluorescence polarization;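 active means inhibition above the mean inhibition of all tested compounds plus 3 SD, set per campaign, cut at about 40% in these data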;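 further: 0% = DMSO wells and 100% = unlabeled Bim-BH3 peptide control; higher means more loss of mP so more displacement of Bim peptide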
# Target sequence (Q07820 whole entry, looked up): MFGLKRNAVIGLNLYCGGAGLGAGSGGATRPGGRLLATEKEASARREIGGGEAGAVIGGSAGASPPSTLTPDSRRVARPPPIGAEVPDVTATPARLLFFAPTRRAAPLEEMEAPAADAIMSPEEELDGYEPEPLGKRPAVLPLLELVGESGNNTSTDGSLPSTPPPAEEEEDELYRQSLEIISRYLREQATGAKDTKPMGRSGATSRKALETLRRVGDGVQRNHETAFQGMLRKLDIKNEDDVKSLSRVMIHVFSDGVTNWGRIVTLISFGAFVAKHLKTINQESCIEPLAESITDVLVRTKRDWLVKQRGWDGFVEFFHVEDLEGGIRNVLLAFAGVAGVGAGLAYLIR
# Fam108B inh: blocks mouse Fam108B hydrolase in RBBP9 counter-screen; AID 1947; recombinant Fam108B, FP-Rh probe fluorescence polarization; 0.33% of 300,000 active; inhibition, % at 9.51 µM;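 active means inhibition above the screen mean inhibition plus 3 SD, computed separately per campaign, cut at about 18% in these data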;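 further: inhibitors lower polarization as less probe binds the enzyme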
# PME-1 primary: PME-1 (human) inhibition; Q9Y570; recombinant PME-1, FP-Rh probe fluorescence polarization; inhibition, % at 5.9 µM; 0.53% of 320,000 active; AID 2130;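 active means inhibition above the campaign mean of all compounds plus 3 SD, cut at about 26% in these data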;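 further: competitive labeling of PME-1 active site by serine hydrolase directed probe; 0% = PME-1 with DMSO and 100% = wells lacking PME-1 enzyme; inhibitors block probe labeling so polarization falls and inhibition rises; many of its hits are not listed in these tables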
# AHR act: activators of human aryl hydrocarbon receptor; AHR-responsive luciferase reporter cells, luminescence; 2.5% of 320,000 active; P35869; activation, % at 5 µM; AID 2796; in the data active means activation above about 47%;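 further: 0% = vehicle wells and 100% = reference agonist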
# * = called active by the depositor; · = no result given. Not all compounds are listed; the hit share may differ from the screen's.
Molecule,BCLXL inh,pPAFAH inh,MEX-5 binding,GLD-1 RNA inh,PAFAH1B2 inh,MCL1-BIM inh,Fam108B inh,PME-1 primary,AHR act
CCOC(=O)c1oc2ccccc2c1NC(=O)c1ccco1,2.7,-7.4,-0.8,-0.5,3.2,-0.2,-2.6,-1.9,1.0
O=C(CSc1ccc(-c2ccccn2)nn1)N1CCCCC1,5.4,-4.3,-0.9,-4.0,-2.5,3.8,-5.2,-6.5,14.9
CN(CC(=O)Nc1cccc(F)c1)C(=O)c1ccccc1Cc1ccccc1,-0.4,-5.6,-2.3,2.9,0.7,-7.8,-0.5,0.6,3.8
CCOC(=O)C1CCN(C(=O)CN(c2ccc(Oc3ccccc3)cc2)S(C)(=O)=O)CC1,10.7,10.9,-2.4,0.4,2.9,7.3,-0.5,3.2,-1.7
O=C(O)CN(c1ccccn1)S(=O)(=O)c1ccc(Cl)cc1,3.0,2.6,0.7,-2.4,-1.9,4.3,0.2,-0.6,0.2
Nc1cccnc1-n1nc(C(F)(F)F)cc1C(F)(F)F,0.8,5.6,-1.5,2.2,-0.4,1.5,-0.4,1.5,0.2
CN(C(=O)COC(=O)Cc1c(Cl)cccc1Cl)C1CCS(=O)(=O)C1 (stereo unspecified),-0.1,1.2,·,0.9,3.0,-0.7,·,1.8,-0.4
Cc1ccc(O)c(CNc2nc3ccccc3n2C(C)C)c1,2.4,6.0,-0.9,-3.0,-0.4,4.3,0.2,3.7,14.1
COc1ccc(C2c3[nH]c4ccccc4c3C[C@H]3C(=O)N(c4ccccc4C(=O)N4CCC[C@H]4C(=O)O)C(=O)N23)cc1 (stereo partly specified),17.9,12.9,-2.1,8.7,-2.4,16.2,-0.3,-0.3,8.8
COc1ccccc1NS(=O)(=O)c1ccc(Cl)c(NC(=O)C(C)N2C(=O)c3ccccc3C2=O)c1 (stereo unspecified),4.2,8.2,2.1,-3.1,5.8,7.0,-2.9,20.6,1.2
COc1ccc(Br)c2oc(SC)cc(=O)c12,14.2,2.4,-3.8,0.8,2.4,19.2,4.8,0.7,-2.4
CCN(CC)c1ccc(NC(=O)c2ccc3c(c2)c(C)c(C)n3C)cc1,-5.4,11.7,1.0,-2.9,1.6,5.8,-2.4,-1.4,-3.7
COC(=O)c1cn(C(=O)c2cc(OC)c(OC)c(OC)c2)c2ccccc12,3.8,-4.6,0.7,-1.9,5.5,-3.1,5.6,-9.2,-0.8
Cc1nc(NC(=O)c2ccccc2)sc1C1(C)CC(c2ccc(OC(F)(F)F)cc2)=NO1 (stereo unspecified),-0.5,-5.6,2.8,5.0,·,3.4,-18.6,-26.7,44.7
CCC1CN(C(=O)N2CCC(C(=O)Nc3ccccc3OC)CC2)c2ccccc2O1 (stereo unspecified),4.2,7.8,-0.9,4.6,-0.3,3.0,-4.3,2.9,2.9
CC(=O)N1CCc2[nH]c3ccccc3c2C1,-1.9,-1.8,0.5,2.3,0.0,0.1,-3.9,-8.1,5.8
COC(=O)CCCC(=O)N1CCCC(CCC(=O)NCc2ccc(F)c(F)c2)C1 (stereo unspecified),-0.6,4.9,-2.1,-7.2,0.4,-13.2,4.2,-2.8,2.0
COc1cc(C(C)=O)ccc1Oc1ncnc2c1cnn2-c1ccc(C)c(C)c1,3.4,1.5,-1.0,-6.8,-1.5,3.8,-21.0,-10.1,-5.6
CC(C)(C)C(=O)NC(n1cnc2c(N3CCOCC3)ncnc21)C(Cl)(Cl)Cl (stereo unspecified),5.5,1.9,-0.4,-3.1,1.5,-0.8,-3.2,-2.1,1.7
Cc1cc2c(ncn2C(C)C)c(NS(=O)(=O)c2ccc(F)cc2)c1C,1.7,12.0,5.2,-6.0,4.3,-3.0,-3.6,-5.9,16.5
Cc1cc(=O)n2nc(N3CCCC(C(=O)NCc4ccc(Cl)cc4)C3)sc2n1 (stereo unspecified),-2.0,5.2,·,-4.3,2.5,-9.0,0.4,2.6,1.2
COc1ccc(S(=O)(=O)N2CCN(C(=O)N(C)C)C2C)cc1 (stereo unspecified),11.6,2.9,-4.1,4.2,2.4,15.7,0.8,-3.8,-1.5
CC(=O)Cn1c(=O)c2c(nc3n2CCCN3Cc2ccccc2)n(C)c1=O,0.3,3.0,0.3,-5.5,4.4,-0.8,3.6,-1.3,0.1
O=C(CCc1nc2ccccc2c(=O)[nH]1)NC1CCN(Cc2ccccc2)CC1,5.4,-4.8,-0.2,-3.8,2.6,4.1,3.1,-10.1,-2.8
COCCNC(=O)C1CC2Cn3c(nc4cc5ccccc5cc43)C2N1C (stereo unspecified),-0.2,5.8,0.5,7.2,-3.4,0.2,0.1,3.7,3.6
CCCCN1C(=N)N([C@@H](C)CN2CCC[C@H]2CN2C(N)=NC[C@@H]2Cc2ccccc2)C[C@H]1Cc1ccccc1,·,1.2,·,3.1,-1.2,·,·,·,-2.1
NC1=NC2CS(=O)(=O)CC2S1 (stereo unspecified),0.1,4.4,-0.3,6.2,-6.2,9.2,2.2,2.9,2.1
CCOc1ccc(C2CC(c3ccc(CC)cc3)Nc3nc(N)nn32)cc1 (stereo unspecified),12.2,-5.2,0.6,3.7,12.8,1.3,-0.3,6.4,1.6
O=C(N/N=C/c1cccnc1)c1cccc(NC(=O)c2ccc(Cl)cc2)c1,-40.3,2.3,-2.1,-4.8,1.0,-73.3,-6.6,-8.7,-0.1
CCCCNC(=O)c1[nH]c(C)c(C(C)=O)c1C,4.5,0.3,0.2,-0.5,-1.8,8.5,0.3,4.5,67.0*

# Following part:
Molecule,BCLXL inh,pPAFAH inh,MEX-5 binding,GLD-1 RNA inh,PAFAH1B2 inh,MCL1-BIM inh,Fam108B inh,PME-1 primary,AHR act
CN1C(=O)/C(=C/c2ccccc2Cl)Sc2ccc(C(=O)NCc3cccnc3)cc21,1.8,13.6,-3.8,7.5,-1.2,-2.6,-13.2,-14.9,12.1
CCOC(=O)c1c(NC(=O)CC2SC(N)=NC2=O)sc2c1CCC(C)C2 (stereo unspecified),-10.6,16.1,1.0,0.1,-1.6,-77.0,-18.3,-15.8,-4.5
CCCCSc1nc2sc3c(c2c(=O)n1-c1ccccc1)CCN(C)C3,10.0,17.7,0.5,-2.6,2.8,-1.0,1.4,-1.8,-0.9
COc1cccc(OCc2cc(C(=O)N(Cc3ccccc3)CC3CC3)no2)c1,5.3,5.8,0.0,5.8,5.8,-0.2,-3.9,-2.2,0.5
CCOc1ccccc1NC(=O)CCCCCN1C(=O)[C@@H]2Cc3ccccc3CN2C1=O,2.5,4.1,1.9,-3.9,-2.9,-0.1,1.2,-4.9,2.4
O=C(Nc1ccc(O)cc1)N1CCOCC1,3.6,5.8,0.3,-1.9,3.1,-0.8,0.2,3.5,0.1
COc1ccccc1OCCCOc1c(C)cc(C)cc1Br,2.9,4.9,1.4,5.9,3.8,3.4,-0.7,-2.6,9.7
Cc1ccc(OCC(=O)O)c(-n2nc3ccccc3n2)c1,6.9,-1.0,0.6,-3.2,2.0,0.4,-0.5,9.0,3.4
Cc1c(-c2ccccc2)nc(N)c(C#N)c1-c1ccco1,6.3,2.6,3.1,-6.9,-0.2,3.0,-5.3,5.6,3.0
CCOc1ccc(NC(=S)N2CCC(NC(=O)c3ccco3)CC2)cc1,0.3,6.6,0.7,1.6,2.5,3.6,1.5,-2.7,-0.1
CC12CCC(=O)N1C(C(=O)NNC(=O)c1ccccc1)CS2 (stereo unspecified),-5.5,-4.6,1.0,-3.3,1.3,-5.0,-5.0,-2.7,-0.5
Clc1ccccc1Cn1nnc2ccccc21,5.6,0.5,-2.5,-0.6,3.8,3.6,-5.5,-2.8,0.4
Cc1ccc(-c2nnc3c4ccccc4c(C)nn23)cc1S(=O)(=O)N1CCN(CCO)CC1,2.7,6.4,0.0,1.8,-0.2,14.1,5.2,8.6,19.2
Cc1ccc(S(=O)(=O)Nc2ccc(Cl)cn2)cc1C,2.8,2.0,-1.7,7.1,5.5,0.7,3.2,5.2,1.8
CNC(=O)c1ccc(NC(=O)/C=C/c2cccc(F)c2)cc1,-3.6,-5.6,0.8,0.3,-1.7,1.8,-2.4,-5.5,-3.1
Cc1onc(-c2ccccc2)c1C(=O)NCCCc1ccccc1,-4.0,-6.5,·,-0.1,4.1,-12.2,·,-1.3,2.5
C[N+]1(CC(=O)NNc2c3ccccc3nc3ccccc23)CCOCC1,-2.0,1.1,0.3,-10.0,·,2.7,2.5,-32.1,3.4
CN(C)/C(=N\O)c1c(Cl)cccc1Cl,6.3,2.2,-0.3,1.6,7.4,3.0,-3.7,-7.0,-2.6
O=C(CSc1ncnc2nc[nH]c12)N1CCN(c2ccccc2)CC1,6.0,-1.1,-0.7,13.1,-0.9,6.5,-3.2,5.8,2.0
CCCOn1c(OCC(C)C)nc2ccccc2c1=O,6.0,0.3,-3.2,0.6,6.2,3.8,-1.6,0.9,10.2
CCC1OC(c2ccc([N+](=O)[O-])cc2)=Nc2ccccc21 (stereo unspecified),8.0,6.4,-0.4,6.2,-1.5,6.6,5.8,-1.7,34.9
CC1CCCCN1CCNC(=O)c1ccc2c(=O)n(CCc3ccccc3)c(=O)[nH]c2c1 (stereo unspecified),9.3,-4.5,-4.1,-3.8,-3.5,8.6,-1.7,0.1,0.2
Oc1ccc2ccccc2c1CNc1ccccn1,2.5,5.1,-1.4,3.0,15.0,2.8,0.2,4.5,16.9
CCc1ccccc1N(CC(=O)N1CCN(c2ccccc2F)CC1)S(C)(=O)=O,11.1,-0.6,0.5,-2.3,7.3,14.1,6.7,0.9,-0.8
CCOC(=O)C1CCCN(C(=O)CN(c2ccc(OC)cc2)S(=O)(=O)c2c(C)noc2C)C1 (stereo unspecified),-1.8,3.4,-0.3,3.3,2.7,0.5,0.3,5.9,-1.2
Cc1ccn(CCC(=O)N2c3ccccc3CC2C)n1 (stereo unspecified),-3.8,6.5,2.2,-4.2,-0.4,1.9,3.6,0.5,-1.3
COc1ccc(-n2nc(C(=O)NCC(=O)N3CCN(C)CC3)c3ccccc3c2=O)cc1OC,-0.5,-0.7,0.0,-1.8,0.3,0.4,4.1,3.7,-0.7
Cn1c(=O)cc(OCC(=O)NCCCN2CCN(c3ccccc3F)CC2)c2ccccc21,2.9,0.9,-1.2,-3.6,1.3,-2.1,-3.7,5.0,1.5
NS(=O)(=O)c1ccc(S(=O)(=O)N(CCc2ccccc2)Cc2ccccn2)cc1,0.7,0.8,1.2,-2.7,8.1,2.9,-0.2,2.4,-1.5
Cc1cc(C(=O)NC(C)C2CC2)c(Cl)cc1Cl (stereo unspecified),1.5,4.4,0.5,-1.0,2.5,-2.2,3.0,-5.1,2.1
O=C1c2cc(S(=O)(=O)N(CCO)CCO)ccc2-c2ccc(S(=O)(=O)N(CCO)CCO)cc21,8.1,-0.4,0.9,0.8,7.6,6.6,3.2,4.8,2.0
CCc1nnc(NC(=O)c2ccc(-c3ccccc3F)o2)s1,4.1,-5.8,1.6,5.3,-0.2,3.2,-3.0,-3.8,9.6
